Screens as filed in PubChem.
LDHA block = qHTS assay for inhibitors of human lactate dehydrogenase | L-lactate dehydrogenase A chain (Homo sapiens), P00338 | purified LDHA, NADH/diaphorase-resazurin fluorescence; active compounds read low | activity change, % (values are at about 110 or 230 µM) | actives 0.15% (n = 480,000); in the data active = activity change below about -30%; inconclusive = mostly about -25% to -30%;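 also: plate controls were DMSO wells for no effect and wells without enzyme for full effect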
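Remaining NADH was detected by diaphorase (0.133 mg/mL) converting 37 µM resazurin to fluorescent resorufin, read at 0 and 20 minutes. The preceding 5-minute room-temperature reaction used 2 nM LDHA, 0.2 mM sodium pyruvate and 0.06 mM NADH at pH 7.4.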
* = called active by the depositor; ? = inconclusive; & = joins results of further samples. Not all compounds are listed. The share of hits here may be higher or lower than overall.

SMILES	LDHA block
CCOc1ccccc1N1CCN(CC(=O)Nc2c(C)cc(C)cc2Cl)CC1	10
Cc1cc(C)nc(/N=C2\NC(=O)CN2c2cc(Cl)cc(Cl)c2)n1	-11
CCOc1ccccc1NC(=O)CSCc1cc(=O)n2cccc(C)c2n1	-7
O=C(NCc1ccc(Cl)cc1)NCC1(c2ccccc2)CC1	2
COc1ccc2cnn(CC(=O)N(Cc3ccccc3)Cc3ccccc3)c(=O)c2c1OC	-6
CCCCC(=O)N/N=C/c1ccc(C)cc1	2
CCNC(=S)N/N=C/c1cccc(F)c1	-10
CC(C)Cn1c(CN2CCC(Cc3ccccc3)CC2)nc2c1c(=O)n(C)c(=O)n2C	15
COc1ccccc1NC(=O)c1ccc(NC(=O)c2ccccc2SCC2CCCO2)cc1 (configuration not stated)	5
CCCOC(=O)c1nc2ccccc2nc1NCc1ccc2c(c1)OCO2	2

Structural class, the compounds so far containing four or more nitrogen atoms (two)
SMILES	LDHA block
Cc1cc(C)nc(/N=C2\NC(=O)CN2c2cc(Cl)cc(Cl)c2)n1	-11
CC(C)Cn1c(CN2CCC(Cc3ccccc3)CC2)nc2c1c(=O)n(C)c(=O)n2C	15

Further structures follow:
SMILES	LDHA block
Cc1cc(=O)oc2cc(O)c(CCC(=O)O)cc12	-12
COc1ccc(-n2c(C)c(C)c3c2ncn2nc(-c4cccs4)nc32)cc1	4
CCc1ccc(OCC(=O)Nc2cccc3ccc(C)nc23)cc1	4
COc1ccccc1C1c2ccc(O)cc2Oc2ncn3nc(C)nc3c21 (configuration not stated)	0
Cc1cccc2c(=O)c(-c3ccccc3)c(NC(=O)c3ccccc3)oc12	-1
CCOC(=O)c1cc(C2(O)CCOC(C)(C)C2)on1 (configuration not stated)	3
Cc1c(CC(=O)O)c(=O)oc2c(C)c(OC(C)C(=O)O)ccc12 (configuration not stated)	-3
CN(C)CCNC(=O)c1cc(-c2ccccn2)nc2ccccc12	-10
CCNC(=O)c1cccc(NC(=O)c2cnc3ccccc3n2)c1	-12
C=C(C)CN1CCN(CCC(=O)O)CC1	-9
CCN(Cc1ccccc1)C(=O)c1nn(CC)c(=O)c2ccccc12	2
CN(C)CCNC(=O)c1nc(-c2cccc3[nH]ccc23)no1	1
COc1ccc(Br)cc1/C=C1\Oc2cc(OS(C)(=O)=O)ccc2C1=O	1
COC(=O)C1CCc2sc(NC(=O)Cc3ccccc3)c(C(=O)Nc3ccc(Cl)cc3)c21 (configuration not stated)	-2
Cc1ccc(CNS(=O)(=O)c2ccc3c(c2)NC(=O)C(C)CS3)cc1 (configuration not stated)	-2
CC(C)(C)c1ccc(C(=S)NCCC2=CCCCC2)cc1	?
Cc1ccc(-c2ccnc(N3CCC(C(N)=O)CC3)n2)cc1	-5
COc1cc2c(cc1OC)CN(C(=O)CCc1ncc(-c3ccc(F)cc3F)o1)CC2	9
O=C(O)CN(CCCc1ccccc1)CC(=O)O	5
CCCNc1c(NS(=O)(=O)c2ccc(F)c(F)c2)c(=O)oc2ccccc12	0
CCOc1ccc(NCc2cccn2-c2nnc(N3CCC(C(=O)NC4CC4)CC3)s2)cc1	-1
COc1ccc(Cl)cc1CN(C)C(=O)c1ccc2c(c1)CCCN2S(C)(=O)=O	3
CCC(CO)NS(=O)(=O)c1ccc(Cl)c2ccccc12 (configuration not stated)	9
CCN1C(=O)COc2ccc(NC(=O)c3cc(=O)c4cc(Cl)ccc4o3)cc21	-24
CC(=O)c1cccc(NC(=O)CSc2ncc(-c3ccc(F)cc3)o2)c1	-2
CC(NC(=O)CSc1ccc2ccccc2c1)c1ccc2c(c1)OCCO2 (configuration not stated)	-24
COC(=O)CNC(=O)Nc1c(-c2cccnc2)[nH]c2ccccc12	-5
CC(NCCC1(c2ccccc2)CCOC(C)(C)C1)c1ccccc1 (configuration not stated)	4
NCCC/C(=N/O)c1cccs1	5
CCc1sc(C(=O)NCc2ccccc2OC)cc1C	-13
COc1ccc(NC(C)=O)cc1NC(=O)Cn1ccc2c(Cl)cccc21	5
CSc1ccc(Cl)c(C(=O)Nc2ccc(F)c(F)c2)c1	0
O=C(CCn1nc(-c2ccccc2)c2ccccc2c1=O)N1CCOCC1	4
Cc1ccc(COc2c(Br)cc(/C=C(\C#N)c3nc4ccc(C)cc4[nH]3)cc2Br)cc1	9
CCC1CCC2(C1)N=C(Nc1nc3ccccc3o1)NC1=C2C(=O)CCC1 (configuration not stated)	-1&0&1&1&1
Cc1nn(CC(C)C)c2sc(C(=O)NCc3ccc(S(=O)(=O)N4CCOCC4)cc3)cc12	-2
Cc1ccc(NC(=O)C(C)C)cc1NC(=O)C1(C)CC1(Cl)Cl (configuration not stated)	9
CCNC(=O)NC(=O)CN1CCN(c2ccccc2Cl)CC1	-6
O=C(O)Cc1ccc(NS(=O)(=O)c2ccc(C3CCCCC3)cc2)cc1	-5
O=C(O)CNS(=O)(=O)c1ccc(C(=O)/C=C/c2ccccc2Cl)cc1	2
CCC(C)c1ccc(C(CC)NC(=S)NCc2ccc(F)cc2)cc1 (configuration not stated)	5
CCCN1CCC(NC(=O)CC(F)(F)F)CC1	-23
Cc1ccccc1-n1c(C)nnc1SCC(=O)Nc1c(C#N)c(C)c(C)n1Cc1ccco1	-3
COCCNC(=O)C(=O)N1CCN(c2nc(C(C)C)c3c(c2C#N)CCCC3)CC1	1
O=C(CSc1nnc(-c2ccco2)n1C1CCCCC1)N1CCN(c2ccc(O)cc2)CC1	3
Cc1ccc(CS(=O)Cc2cccc(F)c2)cc1 (configuration not stated)	8
CNc1c(NS(=O)(=O)c2ccc(N3CCCC3=O)cc2)c(=O)oc2ccccc12	-9
CCOC(=O)c1cc2cccc(OC)c2o1	3
Cc1ccc(C(=O)NCc2nc(C)cs2)cn1	7
CC(=O)Nc1ccc(S(=O)(=O)[C@H]2CS(=O)(=O)C[C@@H]2N2CCC3(CC2)OCCO3)cc1	2

The listing continues.
SMILES	LDHA block
Cc1[nH]c2ccccc2c1SCCNC(=O)c1ccccc1	-3
Cc1cc(F)ccc1S(=O)(=O)Nc1ccccc1-c1n[nH]c(C2CC2)n1	2
C/C(=N\NC(=O)c1ccccc1)c1ccc2c3c(cccc13)CC2	1
CCc1ccc(NC(=O)CC(C)(C)CC(=O)O)cc1	-4
COc1cccc(NC(=O)c2cc3c(s2)-c2ccc(Cl)cc2S(=O)(=O)C3)c1	-19
Cc1cc(C(=O)OCC(=O)Nc2ccccc2Oc2ccccc2)c2ccccc2n1	4
O=C(CCC1CCCCC1)Nc1ccc(I)cc1	7
CCc1ccc(NC(=O)Cc2nc(-c3cc(C)n(-c4cc(C)on4)c3C)cs2)cc1	5
CC(Oc1ccc(-c2ccccc2)cc1Cl)C(N)=O (configuration not stated)	4
CN(Cc1cnn(-c2ccccc2)c1)C(=O)c1nn(C)c(=O)c2ccccc12	12
N#Cc1c(N)nc2c(c1-c1ccc(Cl)cc1Cl)CCCC2	-9
CC(C)CCNc1nc(C(=O)OCC(=O)NC(=O)NC(C)C)cs1	4
Cc1[nH]c2ccccc2c1C(=O)C(C)Cl (configuration not stated)	3
Cc1ccc(Sc2ccnc3cc(Cl)ccc23)cc1	6
COc1ccc(NC(C)=O)cc1NC(=O)CCc1c[nH]c2ccccc12	-1
Fc1ccc(-c2csc(NCc3ccco3)n2)cc1	-5
Cc1cccnc1N(Cc1cccs1)C(=O)Nc1cccc(Cl)c1	8
O=C(Cn1nc2c(-c3nc(-c4cccc(F)c4)no3)cccn2c1=O)NCc1ccc(F)cc1	4
CCCCC1CCC(c2nc3ccccc3[nH]2)CC1 (configuration not stated)	78
S=C(Nc1ccc(Cl)cc1)N1CCc2ccccc21	3
COc1ccc(OC)c(NC(=O)COC(=O)c2cc(C)sc2C)c1	8
CCOc1ccccc1NC(=O)COc1ccccc1C(=O)c1cc(C#N)c(=O)n(C2CCCCC2)c1	10
CCc1c(C)sc(NC(=O)c2cc(-c3ccc(C)cc3C)nc3ccccc23)c1C#N	7
CCOc1ccc(-c2nc(C#N)c(N3CCCC3)o2)cc1	1
CCOc1ccc(NC(=O)c2cc(C)nc3ccc(C)cc23)cc1OCC	-3
COc1ccc(-c2nnn(CC(=O)N3CCCC3c3ccc4c(c3)OCCO4)n2)cc1OC (configuration not stated)	-2
O=C(Cn1ccn2nc(-c3ccccc3)cc2c1=O)N1CCN(c2ccccc2F)CC1	3
O=C(N/N=C/c1ccc(Br)s1)c1cccc(Cl)c1	6
CN(C)S(=O)(=O)c1ccc(NC(=O)COc2ccc3cc(Br)ccc3c2)cc1	5
N#CCCNc1ccc2c(c1)OCCO2	8
COc1cc(/C=C/C(=O)c2ccc(CC(C)C)cc2)cc(OC)c1O	51
COC(=O)c1cc(C(C)C)sc1NC(=O)Cc1ccc(Cl)c(Cl)c1	1
CCCCCCCCC#CC#Cc1cccc(C(=O)O)c1	-2
Nc1oc2ccccc2c(=O)c1-c1cccc2ccccc12	12
CNC(=O)c1ccccc1NCC(=O)Nc1sc2c(c1C#N)CCCCC2	0
Cc1ccsc1CN(C)C(=O)CC(C)C	3
CN(C(=O)c1ccc2ccccc2n1)C1CCN(Cc2ccncc2)CC1	4
COC(=O)CC(C(=O)OC)N1CCCC1 (configuration not stated)	-5
COCCN1C(=O)c2n[nH]c(-c3ccco3)c2C1c1ccc(OC)cc1 (configuration not stated)	12
O=C(c1n[nH]c(=O)c2ccccc12)N1CCC(Cc2ccccc2)CC1	-1

Arranged by molar mass (lowest first): part of the list above
SMILES	LDHA block
COC(=O)CC(C(=O)OC)N1CCCC1 (configuration not stated)	-5
Nc1oc2ccccc2c(=O)c1-c1cccc2ccccc12	12
COC(=O)c1cc(C(C)C)sc1NC(=O)Cc1ccc(Cl)c(Cl)c1	1

Next part.
SMILES	LDHA block
NC(=O)CSc1ccc2c(c1)OCCO2	7
CC(C)=NNC(=O)C(C)Sc1ccccc1 (configuration not stated)	-4
CCOC(=O)c1ccccc1NC(=O)N1CCCC(CN2CCc3ccccc3C2)C1 (configuration not stated)	-4
CNC(=O)NC(=O)CN(C)C1CCCC1	-5
CCCc1c(C)[nH]c2c(Br)cccc2c1=O	11
CCc1c(C)sc(NC(=O)c2ccccc2F)c1C#N	-5
CCOc1ccccc1/C=C1\Oc2cc(OS(C)(=O)=O)ccc2C1=O	6
O=C(c1ccccc1Cl)[C@@H]1[C@@H]2CCCN2[C@]2(C(=O)Nc3ccccc32)[C@@]12C(=O)Nc1ccccc12	-17
CC(=O)Nc1cc(-c2ccc(=O)n(C(C)C(=O)Nc3ccc(C)c(C)c3)n2)ccc1C (configuration not stated)	0
CCOCCCC(=O)N(C)Cc1cccc(OC)c1	6
N#CC(C(=O)NCc1ccccc1)c1nc2ccccc2nc1N1CCN(CCc2ccccc2)CC1 (configuration not stated)	-11
O=C(CCc1nnc(C(=O)Nc2cccc(Cl)c2)s1)NCc1ccccn1	0
Cc1ccc(CNC(=O)Nc2ccc(N3CCOCC3)nc2)s1	0
Cc1cccc(OCc2nnc(SCC(=O)c3cc(C)n(-c4cc(C)on4)c3C)o2)c1	-5
CC(=O)Nc1ccc(OCc2cccc(C3Nc4ccccc4C(=O)N3Cc3ccco3)c2)cc1 (configuration not stated)	12
COC(=O)c1ccc(NC(=O)C2CCN(c3oc(-c4ccco4)nc3C#N)CC2)cc1	12
CCCCN(CC)C(=O)COc1ccccc1C#N	7
CCCc1ccc(NC(=O)c2ccc3c(c2)NC(=O)CS3)cc1	1
CC(C)=CC(=O)Nc1ccc(Br)cc1F	-1
CNC(=O)CCNC(=O)Cn1c(-c2ccccc2)cc2ccccc21	-8

Molecules listed so far that contain fluorine, in the order listed:
SMILES	LDHA block
CCNC(=S)N/N=C/c1cccc(F)c1	-10
COc1cc2c(cc1OC)CN(C(=O)CCc1ncc(-c3ccc(F)cc3F)o1)CC2	9
CCCNc1c(NS(=O)(=O)c2ccc(F)c(F)c2)c(=O)oc2ccccc12	0
CC(=O)c1cccc(NC(=O)CSc2ncc(-c3ccc(F)cc3)o2)c1	-2
CSc1ccc(Cl)c(C(=O)Nc2ccc(F)c(F)c2)c1	0
CCC(C)c1ccc(C(CC)NC(=S)NCc2ccc(F)cc2)cc1 (configuration not stated)	5
CCCN1CCC(NC(=O)CC(F)(F)F)CC1	-23
Cc1ccc(CS(=O)Cc2cccc(F)c2)cc1 (configuration not stated)	8
Cc1cc(F)ccc1S(=O)(=O)Nc1ccccc1-c1n[nH]c(C2CC2)n1	2
Fc1ccc(-c2csc(NCc3ccco3)n2)cc1	-5
O=C(Cn1nc2c(-c3nc(-c4cccc(F)c4)no3)cccn2c1=O)NCc1ccc(F)cc1	4
O=C(Cn1ccn2nc(-c3ccccc3)cc2c1=O)N1CCN(c2ccccc2F)CC1	3
CCc1c(C)sc(NC(=O)c2ccccc2F)c1C#N	-5
CC(C)=CC(=O)Nc1ccc(Br)cc1F	-1

The list goes on.
SMILES	LDHA block
CCN(C(=O)c1cnc(N2CCOCC2)c2ccccc12)c1cccc(C)c1	-2
Cc1cc2ccccn2c1/C=C/C(=O)C(F)(F)F	6
Cc1cc(SCC(=O)NC(=O)NC(C)(C)C)nc2ccccc12	5
CCOc1cc(C(=O)NC(CC(=O)OC)c2cccs2)ccc1OC (configuration not stated)	1
COc1ccccc1-c1c(C)oc2cc(OCC=C(C)C)ccc2c1=O	1
COc1ccc(C(=O)Nc2cc3c(cc2C(=O)c2ccc(C)cc2)OCCO3)cc1	-5
O=C(O)CCC(=O)N1CCCCC1	19
Cc1ccc(C(=O)Nc2cc3c(cc2C(=O)c2ccccc2)OCCO3)cc1	8
CCCN(CC(=O)Nc1ccc(-c2ccccc2)cc1)Cc1nnc(-c2ccco2)o1	1
CCCNc1c(NC(=O)COc2ccccc2C)c(=O)oc2ccccc12	-14
Cc1ccc(C(=O)C(C)OC(=O)C23CC4CC(CC(O)(C4)C2)C3)cc1 (configuration not stated)	-5
Cc1ccc(C)c(-c2csc(-c3ccc(O)cc3)n2)c1	0
CCN1CCN(c2ccc(C(=O)OC)cc2NC(=O)COc2ccccc2)CC1	2
Cc1ccc(S(=O)(=O)Cc2ccccc2F)cc1	1
